GPR151 activ – activates the human receptor GPR151; actives 1% (n = 650,000); PathHunter beta-arrestin GPR151 cells, luminescence; activation, % at 11.2 µM; Q8TDV0; in the data active = activation above about 4.9%;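 note: 0% = median of compound wells and 100% = cells with positive control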
Target sequence (Q8TDV0 whole entry, looked up): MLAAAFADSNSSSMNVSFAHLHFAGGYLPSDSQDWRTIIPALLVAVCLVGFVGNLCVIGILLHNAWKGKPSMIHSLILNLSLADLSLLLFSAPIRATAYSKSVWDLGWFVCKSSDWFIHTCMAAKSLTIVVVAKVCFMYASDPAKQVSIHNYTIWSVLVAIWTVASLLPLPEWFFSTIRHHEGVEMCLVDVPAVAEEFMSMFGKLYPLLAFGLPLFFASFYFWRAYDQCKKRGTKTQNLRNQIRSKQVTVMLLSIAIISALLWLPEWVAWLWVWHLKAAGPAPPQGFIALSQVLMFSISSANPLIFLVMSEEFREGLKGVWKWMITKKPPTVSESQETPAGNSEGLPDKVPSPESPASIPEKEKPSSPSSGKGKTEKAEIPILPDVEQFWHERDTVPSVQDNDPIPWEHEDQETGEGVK
TEAD-YAP block – TEAD-YAP interaction inhibition; inhibition, % at 9.12 µM; actives 1.4% (n = 640,000); AID 1259422; HEK-TIYL cells, TEAD-Gal4/YAP UAS-luciferase luminescence; in the data active = inhibition above about 32%;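 note: 0% = median of test compound wells and 100% = reference inhibitor wells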
MITF inh – inhibitors of human MITF | AlphaScreen MITF homodimerization, bead proximity signal | inhibition, % at 2.6 µM | actives 0.91% (n = 650,000) | AID 1259374; in the data active = inhibition above about 50%;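 note: 0% = vehicle wells with protein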
Target sequence (O75030 whole entry, looked up): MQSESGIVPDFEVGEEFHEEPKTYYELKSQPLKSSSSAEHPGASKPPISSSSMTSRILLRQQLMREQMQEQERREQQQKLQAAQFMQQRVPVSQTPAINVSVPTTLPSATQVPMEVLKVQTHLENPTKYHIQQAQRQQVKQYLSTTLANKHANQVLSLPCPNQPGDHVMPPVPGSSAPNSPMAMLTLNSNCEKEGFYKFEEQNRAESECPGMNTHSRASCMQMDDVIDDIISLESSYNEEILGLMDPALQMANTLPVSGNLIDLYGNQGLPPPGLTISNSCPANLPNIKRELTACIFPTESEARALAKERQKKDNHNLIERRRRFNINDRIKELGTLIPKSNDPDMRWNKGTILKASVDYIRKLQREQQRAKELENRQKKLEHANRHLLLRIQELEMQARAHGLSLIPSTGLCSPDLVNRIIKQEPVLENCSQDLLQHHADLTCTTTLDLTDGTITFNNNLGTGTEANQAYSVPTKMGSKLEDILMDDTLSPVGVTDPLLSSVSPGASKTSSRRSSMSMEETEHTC
FBW7 act – human FBW7 E3 ligase activation, primary screen. Q969H0. AlphaScreen FBW7–phospho-cyclin E peptide binding, activator screen. normalized activity (activation), % at 26.1 µM. actives 0.13% (n = 650,000); in the data active = normalized activity above about 1.9%;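 note: purified mutant Fbw7 with reduced substrate affinity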
* = called active by the depositor.

What do the screens show for `COC(C(=O)Nc1ccc(C(F)(F)F)cc1)c1ccccc1` (stereo unspecified)?
GPR151 activ: -1.5; TEAD-YAP block: -6; MITF inh: -2; FBW7 act: -0.1

Results for N=c1n(CCN2CCCCC2)c2ccccc2n1CC(O)c1ccccc1 (stereo unspecified) ?
GPR151 activ: -1.1; TEAD-YAP block: -4; MITF inh: -8; FBW7 act: -0.1

Results for COc1ccc(CCNC(=O)CSc2ccsc2[N+](=O)[O-])c(OC)c1 ?
GPR151 activ: -0.5; TEAD-YAP block: -16; MITF inh: -7; FBW7 act: 0.4

Results for CC1(C)CC(=O)C(C=NCCN2CCN(C(=O)Nc3ccc(Cl)c(Cl)c3)CC2)=C(O)C1 ?
GPR151 activ: -1.1; TEAD-YAP block: -7; MITF inh: 14; FBW7 act: 0.2

Results for CC(=O)c1ccccc1NC(=O)c1ccccc1Br ?
GPR151 activ: -0.1; TEAD-YAP block: 0; MITF inh: 13; FBW7 act: 0.0

How did CC1=C(C(=O)Nc2ccccc2)C(c2ccccc2)n2c(s/c(=C/c3ccc(Cl)cc3)c2=O)=N1 (stereo unspecified) do in these assays?
GPR151 activ: -0.8; TEAD-YAP block: 4; MITF inh: 4; FBW7 act: -0.1

How did CCOC(=O)c1[nH]c(C)c(C(=O)NC(C)(C)C)c1C do in these assays?
GPR151 activ: 0.0; TEAD-YAP block: -10; MITF inh: -3; FBW7 act: -0.2

Results for COc1ccc(OC)c(Nc2nc3nonc3n3c(C)nnc23)c1 ?
GPR151 activ: -2.0; TEAD-YAP block: 3; MITF inh: 4; FBW7 act: 0.0

What do the screens show for `O=C(CC1CCCCN1S(=O)(=O)c1ccc(F)cc1)NCCC1=CCCCC1` (stereo unspecified)?
GPR151 activ: 1.1; TEAD-YAP block: -4; MITF inh: 0; FBW7 act: 0.3

What do the screens show for `C=CCN1C(=O)C(O)(CC(=O)c2ccc(OC)cc2)c2ccccc21` (stereo unspecified)?
GPR151 activ: -0.3; TEAD-YAP block: 4; MITF inh: -3; FBW7 act: 0.1

Sorted by length of the SMILES (low to high): some entries from above.
Results for CC(=O)c1ccccc1NC(=O)c1ccccc1Br ?
GPR151 activ: -0.1; TEAD-YAP block: 0; MITF inh: 13; FBW7 act: 0.0

What do the screens show for `COC(C(=O)Nc1ccc(C(F)(F)F)cc1)c1ccccc1` (stereo unspecified)?
GPR151 activ: -1.5; TEAD-YAP block: -6; MITF inh: -2; FBW7 act: -0.1

How did CCOC(=O)c1[nH]c(C)c(C(=O)NC(C)(C)C)c1C do in these assays?
GPR151 activ: 0.0; TEAD-YAP block: -10; MITF inh: -3; FBW7 act: -0.2

Results for N=c1n(CCN2CCCCC2)c2ccccc2n1CC(O)c1ccccc1 (stereo unspecified) ?
GPR151 activ: -1.1; TEAD-YAP block: -4; MITF inh: -8; FBW7 act: -0.1

What do the screens show for `C=CCN1C(=O)C(O)(CC(=O)c2ccc(OC)cc2)c2ccccc21` (stereo unspecified)?
GPR151 activ: -0.3; TEAD-YAP block: 4; MITF inh: -3; FBW7 act: 0.1

Results for COc1ccc(CCNC(=O)CSc2ccsc2[N+](=O)[O-])c(OC)c1 ?
GPR151 activ: -0.5; TEAD-YAP block: -16; MITF inh: -7; FBW7 act: 0.4

What do the screens show for `O=C(CC1CCCCN1S(=O)(=O)c1ccc(F)cc1)NCCC1=CCCCC1` (stereo unspecified)?
GPR151 activ: 1.1; TEAD-YAP block: -4; MITF inh: 0; FBW7 act: 0.3

Results for CC1(C)CC(=O)C(C=NCCN2CCN(C(=O)Nc3ccc(Cl)c(Cl)c3)CC2)=C(O)C1 ?
GPR151 activ: -1.1; TEAD-YAP block: -7; MITF inh: 14; FBW7 act: 0.2

How did CC1=C(C(=O)Nc2ccccc2)C(c2ccccc2)n2c(s/c(=C/c3ccc(Cl)cc3)c2=O)=N1 (stereo unspecified) do in these assays?
GPR151 activ: -0.8; TEAD-YAP block: 4; MITF inh: 4; FBW7 act: -0.1

(cont.)
What do the screens show for `O=C(NCCc1ccccc1)c1ccccc1O`?
GPR151 activ: -2.5; TEAD-YAP block: -13; MITF inh: 2; FBW7 act: 0.1

What do the screens show for `O=C(N/N=C/c1cccc([N+](=O)[O-])c1)C1(O)c2ccccc2-c2ccccc21`?
GPR151 activ: -0.3; TEAD-YAP block: -11; MITF inh: 1; FBW7 act: 0.0

What do the screens show for `CC(C)(C)c1ccc(C(=O)N2CCc3ccccc3C2)cc1`?
GPR151 activ: 2.7; TEAD-YAP block: -45; MITF inh: 5; FBW7 act: 0.0

How did O=C(Nc1ccc(NC(=O)c2ccco2)cc1)c1cccc([N+](=O)[O-])c1 do in these assays?
GPR151 activ: -0.5; TEAD-YAP block: 11; MITF inh: 11; FBW7 act: 0.7

How did Cc1ccc(S(=O)(=O)c2cnc(-c3cccnc3)nc2-c2ccncc2)cc1 do in these assays?
GPR151 activ: 0.5; TEAD-YAP block: 5; MITF inh: 8; FBW7 act: -0.1

How did CCOC(=O)C(C)Sc1nc2c(c(=O)[nH]c(=O)n2C)n1CC(N)=O (stereo unspecified) do in these assays?
GPR151 activ: 1.2; TEAD-YAP block: 5; MITF inh: 10; FBW7 act: 0.4

How did O=C(CN(Cc1ccccc1)S(=O)(=O)c1ccc(Br)cc1)NC1CCCCC1 do in these assays?
GPR151 activ: -1.0; TEAD-YAP block: -3; MITF inh: 16; FBW7 act: 0.2

How did O=C1NCCN(Cc2cccc(F)c2F)C1CC(=O)N1CCCCCCC1 (stereo unspecified) do in these assays?
GPR151 activ: 0.6; TEAD-YAP block: 20; MITF inh: -2; FBW7 act: 0.0

What do the screens show for `O=C(c1c[nH]c2ccccc12)C(O)C(c1ccccc1)N1CCOCC1` (stereo unspecified)?
GPR151 activ: -0.9; TEAD-YAP block: 0; MITF inh: -8; FBW7 act: 0.0

What do the screens show for `N#Cc1cc2cc3c(cc2nc1NCCCNC(=O)c1ccccc1F)OCO3`?
GPR151 activ: 1.0; TEAD-YAP block: 0; MITF inh: -11; FBW7 act: 0.1

Results for N#CCCN1CCC2(CC1)OCCc1c2[nH]c2ccccc12 ?
GPR151 activ: 1.6; TEAD-YAP block: -8; MITF inh: -2; FBW7 act: 0.3

What do the screens show for `COC(=O)c1ccc(/C=C(\C#N)C(=O)Nc2cccc([N+](=O)[O-])c2)cc1`?
GPR151 activ: -0.3; TEAD-YAP block: -3; MITF inh: -7; FBW7 act: -0.1

How did Cc1ccc(C(=O)Nc2sc3c(c2C(N)=O)CC(C)(C)NC3(C)C)cc1 do in these assays?
GPR151 activ: 2.2; TEAD-YAP block: -11; MITF inh: 9; FBW7 act: 0.2

What do the screens show for `CS(=O)(=O)N1CCN(C(=S)Nc2ccc(S(N)(=O)=O)cc2)CC1`?
GPR151 activ: 0.3; TEAD-YAP block: 1; MITF inh: 19; FBW7 act: 1.2

Results for Cc1c(C(=O)Nc2ccc(Cl)cn2)cccc1[N+](=O)[O-] ?
GPR151 activ: 0.3; TEAD-YAP block: 6; MITF inh: -2; FBW7 act: -0.1

Results for O=C(NCC1CCCO1)c1ccc(COc2ccc(Br)cc2)cc1 (stereo unspecified) ?
GPR151 activ: 0.3; TEAD-YAP block: -5; MITF inh: 11; FBW7 act: 0.0

What do the screens show for `Cc1ccc(C23CC4CC(CC(C(=O)NO)(C4)C2)C3)cc1`?
GPR151 activ: 0.5; TEAD-YAP block: 1; MITF inh: 2; FBW7 act: 0.2

How did O=C(NC(=O)c1ccccc1)c1ccccc1 do in these assays?
GPR151 activ: -1.1; TEAD-YAP block: 3; MITF inh: 12; FBW7 act: -0.1

Results for CC(=O)Oc1ccc(N(C(C)=O)S(=O)(=O)c2ccc3ccccc3c2)cc1Cl ?
GPR151 activ: 2.7; TEAD-YAP block: 13; MITF inh: 12; FBW7 act: 0.1

How did COC(=O)c1sc(N2C(=O)c3oc4ccccc4c(=O)c3C2c2ccc(O)cc2)nc1C (stereo unspecified) do in these assays?
GPR151 activ: -1.4; TEAD-YAP block: -11; MITF inh: -1; FBW7 act: 0.2

What do the screens show for `c1cncc(C2OCC3(CO2)COC(c2cccnc2)OC3)c1` (stereo unspecified)?
GPR151 activ: 3.2; TEAD-YAP block: -3; MITF inh: -2; FBW7 act: -0.1

How did Cc1ccc(NC(=O)NCCNc2cc(-n3nc(C)cc3C)ncn2)c(Cl)c1 do in these assays?
GPR151 activ: -0.3; TEAD-YAP block: 4; MITF inh: 0; FBW7 act: 0.1

What do the screens show for `O=C(Nc1ccc(Cl)cc1)Nc1cc([N+](=O)[O-])ccc1F`?
GPR151 activ: -0.4; TEAD-YAP block: 3; MITF inh: 16; FBW7 act: 0.0

How did Nc1cccc(-c2cc(C(=O)NCCCN3CCCC3=O)ccn2)c1 do in these assays?
GPR151 activ: 1.4; TEAD-YAP block: -1; MITF inh: 1; FBW7 act: 0.1

What do the screens show for `CCC(=O)N1CCc2cc(Br)cc(S(=O)(=O)N3CCCCC3)c21`?
GPR151 activ: 0.4; TEAD-YAP block: 1; MITF inh: -5; FBW7 act: 0.1

How did O=C(CCC1(Cc2ccco2)CCC(=O)N1)NC1C2CC3CC(C2)CC1C3 (stereo unspecified) do in these assays?
GPR151 activ: -0.2; TEAD-YAP block: 15; MITF inh: 1; FBW7 act: 0.3

What do the screens show for `Cc1cc(C)c2cc(C#N)c(SCC(=O)NCC3CCCO3)nc2c1` (stereo unspecified)?
GPR151 activ: 0.1; TEAD-YAP block: -7; MITF inh: 5; FBW7 act: 0.1

Results for Cc1nc(-c2cccnc2)sc1CCNS(=O)(=O)c1cc(F)ccc1F ?
GPR151 activ: 0.2; TEAD-YAP block: -13; MITF inh: -4; FBW7 act: -0.1

How did CCn1c(SCC(=O)Nc2ccc(C(C)=O)cc2)nc2nc3c(cc2c1=O)CCCC3 do in these assays?
GPR151 activ: 0.2; TEAD-YAP block: -19; MITF inh: -3; FBW7 act: -0.1

What do the screens show for `Cc1occc1C(=O)NCc1ccccc1F`?
GPR151 activ: -1.7; TEAD-YAP block: -12; MITF inh: 4; FBW7 act: 0.2

How did O=C(Nc1ccc(-n2cccn2)cc1)C1CC12CCN(C(=O)c1ccccc1)CC2 (stereo unspecified) do in these assays?
GPR151 activ: -1.0; TEAD-YAP block: 1; MITF inh: 5; FBW7 act: 0.0

How did O=C1C=C(NCCOC23CC4CC(CC(C4)C2)C3)C2(CCCCC2)O1 do in these assays?
GPR151 activ: -0.9; TEAD-YAP block: -2; MITF inh: -10; FBW7 act: 0.3

What do the screens show for `COc1ccc2ccccc2c1C1NN=C(c2ccc(C)cc2)S1` (stereo unspecified)?
GPR151 activ: -1.2; TEAD-YAP block: -36; MITF inh: 0; FBW7 act: 0.5

How did CCOC(=O)N1CCC(NC(=O)c2cc3c(=O)[nH]c4ccccc4c3s2)CC1 do in these assays?
GPR151 activ: 1.8; TEAD-YAP block: -3; MITF inh: 22; FBW7 act: 0.8

How did O=C(c1cc(COc2ccc3ncccc3c2)on1)N1C[C@@H]2CCC[C@H]1C2 do in these assays?
GPR151 activ: 0.8; TEAD-YAP block: 33*; MITF inh: 3; FBW7 act: -0.1

What do the screens show for `CCS(=O)(=O)Nc1cc(C(=O)OC)ccc1C(=O)OC`?
GPR151 activ: 0.3; TEAD-YAP block: 10; MITF inh: -2; FBW7 act: 0.1

What do the screens show for `COCCOC(=O)c1[nH]c2c(c1C)C(=O)CC(c1cc(OC)ccc1OC)C2` (stereo unspecified)?
GPR151 activ: 1.1; TEAD-YAP block: 44*; MITF inh: -2; FBW7 act: -0.1

Results for O=S(=O)(Cc1ccccc1)N1CC[C@@H]2[C@H](CCCN2C2Cc3ccccc3C2)C1 ?
GPR151 activ: 0.4; TEAD-YAP block: 3; MITF inh: -9; FBW7 act: 0.1

What do the screens show for `Cc1cc(C(=O)Nc2c(C)n(C)n(-c3ccccc3)c2=O)on1`?
GPR151 activ: 0.3; TEAD-YAP block: -4; MITF inh: -1; FBW7 act: 0.0

Results for NC(=O)NC(=O)CSc1nc2sc3c(c2c(=O)n1-c1ccccc1)CCCC3 ?
GPR151 activ: -0.1; TEAD-YAP block: -12; MITF inh: -9; FBW7 act: -0.1

What do the screens show for `COC(=O)c1ccccc1NS(=O)(=O)c1cc([N+](=O)[O-])ccc1Cl`?
GPR151 activ: 0.3; TEAD-YAP block: 13; MITF inh: 19; FBW7 act: 1.6

Results for CSc1ccc(NC(=O)Nc2cccn(Cc3ccccc3)c2=O)cc1 ?
GPR151 activ: 1.3; TEAD-YAP block: 3; MITF inh: -4; FBW7 act: -0.2

Results for O=C(O)c1ccccc1NC1=CC(=O)c2c(O)cccc2C1=O ?
GPR151 activ: -6.2; TEAD-YAP block: -30; MITF inh: 34; FBW7 act: 0.0

Results for Cc1ccccc1NC(=O)NC1(C(=O)NCc2ccco2)CCCCC1 ?
GPR151 activ: 0.5; TEAD-YAP block: -7; MITF inh: 16; FBW7 act: 0.0

What do the screens show for `COc1cc(/C=C2/SC(N3CCN(c4ccc([N+](=O)[O-])cc4)CC3)=NC2=O)ccc1O`?
GPR151 activ: 0.8; TEAD-YAP block: 12; MITF inh: 8; FBW7 act: 0.6

How did CCCS(=O)(=O)N1CCN=C1SCc1ccc(C)cc1 do in these assays?
GPR151 activ: 3.1; TEAD-YAP block: -9; MITF inh: 2; FBW7 act: -0.2

Results for Cc1c(C(=O)N(C)CCc2ccccn2)sc2ncn(CC(=O)N3CCOCC3)c(=O)c12 ?
GPR151 activ: -0.9; TEAD-YAP block: -6; MITF inh: -1; FBW7 act: -0.1

Results for FC(F)(F)c1ccc(Cn2cnc3c(NCCOc4ccccc4)nc(N4CCC(N5CCOCC5)CC4)nc32)cc1 ?
GPR151 activ: 0.8; TEAD-YAP block: -4; MITF inh: 18; FBW7 act: 0.3

Results for O=C(Nc1ccccc1C(=O)O)c1cc(S(=O)(=O)N2CCCCCC2)ccc1Cl ?
GPR151 activ: -1.3; TEAD-YAP block: -1; MITF inh: 27; FBW7 act: 0.6

Compound activity: PubChem, The Scripps Research Institute Molecular Screening Center
